Screening data from PubChem.
MgcRacGAP inhibition – MgcRacGAP GTPase-activating activity inhibitors, confirmation, biochemical, ADP Hunter fluorescence; MgcRacGAP-stimulated Rac1 GTP hydrolysis, ADP Hunter fluorescence; higher % means a stronger effect; GST-tagged Rac1 F28L mutant substrate; AID 624330; actives 0.6% (n = 340,000); inhibition, % at 30 µM; hits with a dose series show IC50 in µM;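 active means first-screen hits whose inhibition reached a set limit at any dose in the follow-up dose series; inconclusive means inhibition above the set first-screen limit but never retested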;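 further: fluorescence reports GDP produced by GAP-driven GTP hydrolysis; strong numbers were not always called active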
NTR1 ag – NTR1-driven beta-arrestin-GFP spot formation – imaging, U2OS cells, high content, primary screen (AID 493036). agonist mode. P30989. activation, % at 20 µM. actives 0.17% (n = 330,000);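 active means activation at or above 40% of the spot to cytoplasm intensity ratio, with at least 20 cells analyzed; inconclusive means wells under 20 cells, flagged as cytotoxic or low count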;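 further: 0% = DMSO without peptide and 100% = 100 nM NTR1 peptide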
Target sequence (P30989 whole entry, looked up): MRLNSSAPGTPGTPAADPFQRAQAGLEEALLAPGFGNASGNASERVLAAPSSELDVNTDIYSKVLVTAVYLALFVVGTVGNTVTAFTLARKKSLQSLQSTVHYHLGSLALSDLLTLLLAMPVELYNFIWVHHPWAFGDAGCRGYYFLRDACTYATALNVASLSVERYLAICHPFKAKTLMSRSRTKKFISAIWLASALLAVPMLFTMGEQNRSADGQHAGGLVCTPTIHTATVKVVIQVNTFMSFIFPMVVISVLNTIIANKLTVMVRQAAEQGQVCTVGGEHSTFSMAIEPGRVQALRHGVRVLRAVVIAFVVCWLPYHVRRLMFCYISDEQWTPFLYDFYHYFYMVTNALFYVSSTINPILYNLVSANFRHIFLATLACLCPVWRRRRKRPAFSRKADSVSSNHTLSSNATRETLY
Myeloid diff MLP – promotes myeloid progenitor differentiation. ER-HoxA9 myeloid progenitors, lysozyme-GFP differentiation, flow cytometry. calls only at 10 µM. actives 1% (n = 360,000). AID 624256;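 active means normalized GFP-positive differentiation at or above the plate's own cutoff, the solvent-only control mean plus 3 SD; inconclusive means no clear call, values can overlap the other calls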;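 further: cells exposed to compound for four days before flow analysis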
NTR1 ag cell count 20 µM – further read-out of NTR1 ag, marked with its call; cell count; measured here: cell count, cytotoxicity flag
Myeloid diff MLP GFP+ MAC1+ % – also measured in Myeloid diff MLP; calls as there; GFP+ MAC1+ double positive, %; measured here: differentiation confirmed by MAC1 staining
* marks the source's active call; other numbers are inactive results; i = inactive; u = inconclusive; x = no result given. Only part of the results is shown (hit frequency here may not be typical).

(1) Cc1cc(C)nc(N2CCC(C(=O)NC3CCCCCC3)CC2)n1
(2) O=c1oc2ccc(C#CC3(O)CCCCC3)cc2cc1-n1cc(C2(O)CCCCC2)nn1
(3) CCN1C(=NCCc2ccc([N+](=O)[O-])cc2)N[C@@H](c2ccccc2)[C@H](C(=O)OC)[C@H]1C
(4) Cc1ccc(S(=O)(=O)N2CCN(C(=O)COC(=O)CC(C)c3ccccc3)CC2)c(C)c1 (stereo not drawn)
(5) Cn1c(SCC(=O)NCC2CCCO2)nc2scc(-c3ccccc3)c2c1=O (stereo not drawn)
(6) Cc1cc(C)c(NC(=O)CNC(=O)Cc2ccc(S(=O)(=O)N3CCOCC3)s2)c(C)c1
(7) COc1ccc2sc(-c3ccccc3OC)c(C#Cc3cncn3C)c2c1
(8) O=C(COC(=O)CSc1ccc(F)cc1)NCc1ccco1

| screen / no. | 1 | 2 | 3 | 4 | 5 | 6 | 7 | 8 |
| --- | --- | --- | --- | --- | --- | --- | --- | --- |
| MgcRacGAP inhibition | 4% | 11% | 6% | -1% | -5% | 5% | -6% | 3% |
| NTR1 ag | 1.0 | 6.6 | 0.4 | 0.2 | 1.6 | -1.3 | 18 | 0.8 |
| NTR1 ag cell count 20 µM | 61 | 50 | 53 | 50 | 55 | 71 | 57 | 58 |
| Myeloid diff MLP | i | i | i | i | i | i | i | i |
| Myeloid diff MLP GFP+ MAC1+ % | 10 | 1.7 | 1.0 | 0.6 | 0.9 | 1.1 | 2.5 | 0.6 |

A different layout for part of the listing above.
entry	SMILES	MgcRacGAP inhibition	NTR1 ag	NTR1 ag cell count 20 µM	Myeloid diff MLP	Myeloid diff MLP GFP+ MAC1+ %
3	CCN1C(=NCCc2ccc([N+](=O)[O-])cc2)N[C@@H](c2ccccc2)[C@H](C(=O)OC)[C@H]1C	6%	0.4	53	i	1.0
4	Cc1ccc(S(=O)(=O)N2CCN(C(=O)COC(=O)CC(C)c3ccccc3)CC2)c(C)c1 (stereo not drawn)	-1%	0.2	50	i	0.6
5	Cn1c(SCC(=O)NCC2CCCO2)nc2scc(-c3ccccc3)c2c1=O (stereo not drawn)	-5%	1.6	55	i	0.9
6	Cc1cc(C)c(NC(=O)CNC(=O)Cc2ccc(S(=O)(=O)N3CCOCC3)s2)c(C)c1	5%	-1.3	71	i	1.1

The list goes on.
(9) O=c1cc(-c2ccsc2)oc2cc(-c3ccc4c(c3)OCO4)ccc12
(10) COc1ccc(C(CNC(=O)CNC(=O)c2cc(OC)c(OC)c(OC)c2)N2CCOCC2)cc1 (stereo not drawn)
(11) CC1CCC(NC(=O)CN(C)CC(=O)Nc2ccc(F)cc2)CC1 (stereo not drawn)
(12) O=S(=O)(NC1CCCCCC1)c1cccc(Cl)c1
(13) CCOc1ccccc1C1c2cc3c(cc2OC(C)(N2CCCC2)C1C)OCO3 (stereo not drawn)
(14) Brc1ccc(CN2CCCCCC2)cc1
(15) O=C(NCc1ccccc1Cl)C1=CC=CN2CCS(=O)(=O)N=C12
(16) COc1cc(OC)cc(-c2oc(=O)c3cc(OC)c(OC)cc3c2/C=C/c2ccc(F)cc2)c1

| screen / no. | 9 | 10 | 11 | 12 | 13 | 14 | 15 | 16 |
| --- | --- | --- | --- | --- | --- | --- | --- | --- |
| MgcRacGAP inhibition | 8% | 2% | -2% | -4% | 15% | 31% | 4% | 8% |
| NTR1 ag | 27 | 0.1 | -0.1 | 1.6 | 0.0 | 0.5 | -0.2 | 2.3 |
| NTR1 ag cell count 20 µM | 56 | 70 | 55 | 62 | 67 | 27 | 56 | 64 |
| Myeloid diff MLP | i | i | i | i | i | i | i | i |
| Myeloid diff MLP GFP+ MAC1+ % | 1.2 | 1.1 | 0.9 | 0.6 | 0.3 | 0.2 | 1.4 | 2.7 |

The final three records of the section above lead into the next.
(14) Brc1ccc(CN2CCCCCC2)cc1
(15) O=C(NCc1ccccc1Cl)C1=CC=CN2CCS(=O)(=O)N=C12
(16) COc1cc(OC)cc(-c2oc(=O)c3cc(OC)c(OC)cc3c2/C=C/c2ccc(F)cc2)c1
(17) COc1ccc(S(=O)(=O)N(C)C)cc1NC(=O)Cc1ccc(S(=O)(=O)N2CCOCC2)s1
(18) Cc1ccc(-c2nn(Cc3ccccc3)cc2C(=O)NCC2CCCO2)cc1 (stereo not drawn)
(19) CC(=O)c1ccc(S(=O)(=O)NCCC(=O)N2CCN(c3ccccn3)CC2)cc1
(20) O=C(COC(=O)c1cccc(Cl)c1Cl)NCc1cccs1
(21) COc1ccc(-c2ccccc2)cc1NC(=O)c1ccncc1
(22) Cc1cccc(NS(=O)(=O)c2ccc(C)c(NS(=O)(=O)c3cccs3)c2)c1
(23) O=C(NCCC(=O)N1CCN(S(=O)(=O)c2ccccc2F)CC1)Nc1ccccc1
(24) CC(C)c1cccc(-c2ccc3c(c2)S(=O)(=O)c2cccc(C(=O)NCc4ccco4)c2C3=O)c1

| screen / no. | 14 | 15 | 16 | 17 | 18 | 19 | 20 | 21 | 22 | 23 | 24 |
| --- | --- | --- | --- | --- | --- | --- | --- | --- | --- | --- | --- |
| MgcRacGAP inhibition | 31% | 4% | 8% | 6% | 7% | 2% | 4% | 4% | -2% | 4% | -6% |
| NTR1 ag | 0.5 | -0.2 | 2.3 | 2.5 | -0.1 | 4.3 | -1.2 | 0.5 | 0.4 | 2.0 | 3.6 |
| NTR1 ag cell count 20 µM | 27 | 56 | 64 | 61 | 53 | 50 | 42 | 63 | 45 | 69 | 57 |
| Myeloid diff MLP | i | i | i | i | i | i | i | i | i | i | i |
| Myeloid diff MLP GFP+ MAC1+ % | 0.2 | 1.4 | 2.7 | 0.3 | 0.1 | 0.3 | 1.1 | 0.8 | 0.3 | 0.5 | 0.7 |

(25) O=C(Cn1cnc2c(oc3ccccc32)c1=O)NCCc1ccccc1
(26) O=C(Nc1ccc(Br)cn1)c1cccc2ccccc12
(27) CC1CCC(NC(=O)c2cc3ccccc3cc2O)CC1 (stereo not drawn)
(28) Cc1cc(C(=O)CN2C(=O)C(=O)N(Cc3ccccc3)C2=O)c(C)n1Cc1ccc(F)cc1
(29) CCOC(=O)C1CCN(C(=O)C(C)Sc2nnc3ccccn23)CC1 (stereo not drawn)
(30) CC(C)N(C(=O)[C@H]1CC(CC(=O)NCc2cccc(C(F)(F)F)c2)C(=O)N2CCc3c([nH]c4ccccc34)[C@]12C)C(C)C (stereo partly drawn)
(31) CN(C)C(CNC(=O)CCNS(=O)(=O)c1ccccc1C(F)(F)F)c1ccccc1 (stereo not drawn)
(32) CCCCCCCCCCNC(=O)CCn1[nH]c(=O)c2ccccc2c1=O
(33) CCOC(=O)c1c(NC(=O)COC(=O)c2ccccn2)sc(C)c1C
(34) CC(=O)Nc1c(O)nc(SCC(=O)N2CCCCC2)[nH]c1=O
(35) CC(C)Cn1c(N)c(C(=O)CSc2nncs2)c(=O)n(C)c1=O

| screen / no. | 25 | 26 | 27 | 28 | 29 | 30 | 31 | 32 | 33 | 34 | 35 |
| --- | --- | --- | --- | --- | --- | --- | --- | --- | --- | --- | --- |
| MgcRacGAP inhibition | 1% | 0% | 6% | 3% | -1% | 2% | 6% | 2% | 5% | -2% | 4% |
| NTR1 ag | 1.8 | 0.6 | 3.3 | -0.2 | 1.5 | 13 | -2.1 | 1.4 | 2.8 | -0.4 | -0.6 |
| NTR1 ag cell count 20 µM | 49 | 55 | 80 | 53 | 63 | 66 | 38 | 92 | 56 | 53 | 82 |
| Myeloid diff MLP | i | u | i | i | i | i | i | i | i | i | i |
| Myeloid diff MLP GFP+ MAC1+ % | 6.0 | x | 0.1 | 0.3 | 1.8 | 0.6 | 0.7 | 0.5 | 0.5 | 1.0 | 0.9 |

Just Myeloid diff MLP (three entries from above):
# | SMILES | Myeloid diff MLP
27 | CC1CCC(NC(=O)c2cc3ccccc3cc2O)CC1 (stereo not drawn) | i
28 | Cc1cc(C(=O)CN2C(=O)C(=O)N(Cc3ccccc3)C2=O)c(C)n1Cc1ccc(F)cc1 | i
29 | CCOC(=O)C1CCN(C(=O)C(C)Sc2nnc3ccccn23)CC1 (stereo not drawn) | i
